CF NFkB block: cystic fibrosis NF-kB activation inhibition. KKLEB NF-kB-GFP reporter, PAF-induced, GFP fluorescence overnight. inhibition, % at 5 µM. 0.86% of 360,000 active. AID 588850;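 active means at least 50% inhibition at 5 µM, scaled per plate between neutral and stimulator controls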;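 further: PAF is a Pseudomonas aeruginosa culture filtrate used as stimulus; plate controls were PAF-stimulated DMSO wells for no effect and unstimulated DMSO wells for full effect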
TWEAK-Fn14 inh: TWEAK-Fn14 signaling inhibition. TWEAK-stimulated Fn14 reporter cells, luciferase luminescence, 8 h. 2% of 360,000 active. inhibition, % at 10 µM; in the data active means inhibition above about 50%
Shn3 inh set2: Schnurri-3 reporter inhibition in Clone20 osteoblasts | Clone20 osteoblast Shn3 3'UTR firefly luciferase, 24 h | inhibition, % at 12.5 µM | 0.52% of 360,000 active | AID 588674;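 active means mean inhibition of at least 75% with every replicate also reaching 75%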;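 further: 0% = median of neutral control wells and 100% = pilot-screen positive control compound; some compounds past the cut are filed as inactive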
NR2E3 ag-1: activates human photoreceptor nuclear receptor NR2E3; Q9Y5X4; GST-NR2E3/biotin-RetCOR TR-FRET, 1536-well; inhibition of corepressor binding, % at 4.78 µM; 0.12% of 320,000 active; AID 2300;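 active means percent inhibition above the cutoff of mean plus 3 SD of all tested compounds, set per screening campaign, cut at about 20% in these data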;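 further: 0% = DMSO wells and 100% = biotin wells as full block of FRET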
Target sequence (Q9Y5X4 whole entry, looked up): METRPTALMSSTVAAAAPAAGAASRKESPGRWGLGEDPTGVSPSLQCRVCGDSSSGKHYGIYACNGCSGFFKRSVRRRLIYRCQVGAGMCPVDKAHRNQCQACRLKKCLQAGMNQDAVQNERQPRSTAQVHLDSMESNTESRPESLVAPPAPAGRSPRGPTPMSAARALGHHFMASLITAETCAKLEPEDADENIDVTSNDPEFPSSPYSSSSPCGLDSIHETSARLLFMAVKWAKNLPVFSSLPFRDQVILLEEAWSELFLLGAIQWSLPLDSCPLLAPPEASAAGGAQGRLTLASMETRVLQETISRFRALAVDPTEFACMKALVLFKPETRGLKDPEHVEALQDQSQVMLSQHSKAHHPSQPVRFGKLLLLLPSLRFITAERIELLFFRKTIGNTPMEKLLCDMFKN
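System: GST-NR2E3 and biotin-RetCOR proteins; probe or stimulus: 7 nM biotin-RetCOR; doses: compound at 4.8 µM, single dose; schedule: Compound–protein incubation for 5 h at 4 °C; detection: time-resolved FRET; read-out: percent inhibition; controls: biotin wells as high control, 0.6% DMSO wells as low control; format: 1536-well plates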
KKLEB tox: reduces viability of KKLEB cystic fibrosis airway cells. KKLEB CF airway cells viability, ATPlite luminescence, overnight; hits give low values; cells stimulated with P. aeruginosa culture filtrate. activity change (cytotoxicity), % at 5 µM. 0.36% of 360,000 active. AID 602141;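 active means corrected activity change at or below -50% at 5 µM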
HIF-2a inh: blocks HIF-2a reporter activity. 0.72% of 360,000 active. inhibition, % at 18.8 µM. AID 624352. 786-0 RCC cells HIF-2a reporter, luciferase luminescence, overnight;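 active means inhibition of the luminescence signal of 40% or more relative to plate controls, in a single-dose primary screen at 18.75 µM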
NR2E3 ag-2: agonists of human NR2E3 nuclear receptor. AID 602229. 0.35% of 360,000 active. CHO-S Gal4-NCOR/VP16-NR2E3 two-hybrid, luciferase. inhibition of corepressor binding, % at 3.98 µM. Q9Y5X4;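 active means inhibition above the mean of all tested compounds plus 3 SD, cut at about 70% in these data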;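 further: 0% = DMSO with NR2E3 transfected cells and 100% = cells lacking NR2E3 construct; higher means lower luciferase signal from less NR2E3 corepressor binding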
MITF TRPM1 inh: reduces MITF-dependent TRPM1 promoter luciferase signal; SK-MEL-5 TRPM1 promoter luciferase, 24 h; inhibition, % at 12.5 µM; 0.83% of 330,000 active; AID 488899;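 active means mean inhibition across replicates of 60% or more, whatever share of single replicates reaches that level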; further: values of inactives mirror those of a sister screen read the other way
iPSC survival up: enhancers of human iPSC single-cell survival; 0.044% of 360,000 active; survival enhancement, % at 20 µM; AID 602274; hiPSC single-cell survival, ATPlite luminescence; 100% = ROCK inhibitor wells, 0% = DMSO; in the data active means survival enhancement above about 18%;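 further: cells exposed to compounds for 16 hours before the ATP read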
aDG glyco up: alpha-DG glycosylation activation; Pro5-aDG cells, alpha-DG glycosylation AlphaScreen (IIH6); 0% Pro5, 100% B10-LARGE cell signal; activation, % at 10 µM; 0.22% of 360,000 active;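 active means activation of at least 8% versus controls, or a plate z-score of at least 8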;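 further: Pro5 are CHO cells carrying HIG-tagged alpha-DG that lacks glycosylation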
Peg3 prom inh: reduces Peg3 promoter-driven luciferase expression in HeLa | AID 588405 | HeLa PEG-Prom luciferase reporter, luminescence, overnight | inhibition, % at 20 µM | 1.7% of 360,000 active;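 active means inhibition of at least 50% at 20 µM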
Starred values were filed as active, the others as inactive; nt = no result given.

Molecule | CF NFkB block | TWEAK-Fn14 inh | Shn3 inh set2 | NR2E3 ag-1 | KKLEB tox | HIF-2a inh | NR2E3 ag-2 | MITF TRPM1 inh | iPSC survival up | aDG glyco up | Peg3 prom inh
CCOC(=O)c1ccc(NC(=O)N2CC3CC(C2)c2cccc(=O)n2C3)cc1 (configuration not stated) | -27 | -10 | -58 | 4 | 19 | 8 | 15 | -6 | -0.3 | 0.0 | 15
CCOC(=O)c1ccc(N=Cc2c(O)n(-c3ccccc3F)c(=S)[nH]c2=O)cc1 | 16 | -3 | -1 | 2 | -1 | -9 | -9 | 8 | 0.6 | -0.1 | -17
CCCCn1c(O)c(C(CC)=Nc2ccc(C(=O)O)cc2)c(=O)[nH]c1=O | -2 | 3 | -6 | -2 | 1 | -1 | -18 | 0 | 1.7 | 0.7 | 9
CCNC(=S)NCCC1=c2ccccc2=N/C1=C\c1c(O)n(C)c(=O)n(C)c1=O | 1 | 1 | 8 | -1 | -2 | 25 | -1 | 41 | -0.4 | 0.1 | 14
COC(=O)C1=C(c2ccc(OCc3ccccc3)cc2)C[C@@H]2CC[C@H]1N2C(=O)NCCCc1ccccc1 | 0 | 28 | 40 | 0 | -29 | 8 | -25 | nt | -0.5 | 1.7 | 7
CN1OC[C@@H]2CN[C@H](c3ccccc3Br)C[C@@H]21 | 10 | -8 | -18 | nt | 3 | -4 | -31 | -4 | 0.6 | -0.1 | 0
CC(Cc1ccsc1)NCc1cn[nH]c1-c1ccc(F)cc1F (configuration not stated) | 9 | -20 | 16 | 2 | -8 | 4 | -34 | 9 | 0.4 | 0.0 | 16
CC(C)(C)C(=O)N1Cc2cc(N3CCCCC3)ccc2-n2nncc2C1 | 5 | -15 | 15 | nt | 2 | -6 | -1 | nt | -1.5 | 0.7 | -8
N#CC1(c2ccccc2)CCN(C2CC(=O)N(c3ccc(F)cc3)C2=O)CC1 (configuration not stated) | -13 | -6 | 8 | 0 | 8 | 21 | 9 | -2 | 0.2 | -0.1 | 18
COc1cc(OC)c(OC)cc1/C=C1/C(=O)NC(=O)N(Cc2ccccc2)C1=O | -10 | 12 | -1 | -4 | 9 | 22 | 0 | -4 | 0.6 | 0.0 | 14
CN(C)C(=O)Oc1ccc2c(c1)O/C(=C\c1ccccc1)C2=O | 11 | -10 | -114 | -2 | 1 | -214 | -80 | -86 | -0.5 | 0.0 | -223
CCCCCCC(=O)c1c(O)n(-c2ccccc2OC)c(=O)[nH]c1=O | -2 | -8 | 12 | 0 | 8 | 23 | 7 | 20 | -2.4 | 0.7 | 5
CS(=O)(=O)c1ccc(C2=C(CNC(=O)c3cccs3)[C@H]3CC[C@@H](C2)N3CCOc2ccccc2)cc1 | -2 | 4 | 8 | nt | 0 | -5 | -5 | nt | 1.9 | -0.2 | -8
COc1ccc(C2N(c3cc(C)on3)C(=O)C3CCCN32)cc1 (configuration not stated) | 9 | -19 | 12 | 2 | -7 | 8 | -22 | 3 | -1.9 | -0.1 | -8
c1ccc(-c2[nH]c(-c3ccccc3)[n+](CC3CO3)c2-c2ccccc2)cc1 (configuration not stated) | 38 | 80* | -22 | -4 | -13 | 36 | -5 | 15 | -1.5 | 0.7 | 30
CCCCCCOc1ccc(CN2CCN(CCO)CC2)cc1 | -4 | 43 | -5 | 2 | -13 | -100 | -5 | -54 | -1.7 | 1.4 | -134
O=S1c2ccccc2-c2ccccc21 | -4 | 16 | -1 | nt | 9 | -12 | -24 | nt | -0.1 | 0.0 | 3
CCC(C)OC(=O)c1c(N)n(Cc2cccs2)c2nc3ccccc3nc12 (configuration not stated) | -1 | 48 | 14 | 3 | -22 | 12 | -24 | 3 | -1.7 | 2.2 | 40
C=CCn1c(O)c(C(CC)=Nc2ccc3c(c2)CCC3)c(=O)[nH]c1=O | 16 | 3 | -8 | -1 | -6 | 5 | 2 | -1 | -0.7 | 2.0 | 1
N#CC(C#N)=Cc1cccnc1 | -15 | 3 | 6 | 1 | 3 | 16 | -1 | -1 | -1.3 | -0.5 | 9
O=C(CCC(=O)N1CCOc2ccc(Cl)cc21)N1CCC2(CC1)OCCO2 | -1 | 23 | -5 | -1 | 4 | 1 | -38 | -7 | -0.3 | 0.1 | -23
CCN(CC)c1ccc(/C=C2\C(=O)NC(=O)N(Cc3ccco3)C2=O)cc1 | 7 | -9 | 6 | 5 | -8 | 8 | -3 | -14 | -2.0 | -0.2 | 12
Cc1ccccc1N | 2 | -1 | -20 | 2 | 7 | 0 | 6 | -4 | 0.4 | 0.1 | -1
CC12CN3CC(C)(CN(C1)C3c1ccncc1)C2=O (configuration not stated) | -4 | 0 | 10 | 3 | 3 | 19 | -18 | 1 | 0.0 | 0.0 | 6
COc1ccc2[nH]cc(CCN)c2c1 | 2 | 1 | 10 | -5 | -7 | 5 | 9 | 16 | -1.6 | -0.4 | -17

Next section.
Molecule | CF NFkB block | TWEAK-Fn14 inh | Shn3 inh set2 | NR2E3 ag-1 | KKLEB tox | HIF-2a inh | NR2E3 ag-2 | MITF TRPM1 inh | iPSC survival up | aDG glyco up | Peg3 prom inh
CC1CC(OP(O)(=S)c2ccc(N(C)C)cc2NC(=O)c2cccs2)CC(C)(C)C1 (configuration not stated) | -23 | 11 | -35 | -1 | 12 | -162 | -59 | -32 | 2.5 | -0.5 | -109
COc1ccccc1NC(=O)c1cn(CCC#N)nc1-c1cccc(Cl)c1 | 8 | -19 | 1 | nt | -10 | 8 | -8 | -4 | -0.4 | -0.1 | 26
CC(Cc1cccs1)NCc1ccc(Cl)cc1 (configuration not stated) | 6 | 4 | -8 | -1 | 12 | -5 | -13 | 1 | 0.0 | 0.0 | 3
C#CC1(O)C=CC2C3CCC4=CC(=O)CCC4C3CCC21CC (configuration not stated) | 24 | -3 | 10 | 1 | -2 | 28 | 2 | 11 | -0.8 | 0.1 | 41
O=C(NC1CONC1=O)OCC(Cl)(Cl)Cl (configuration not stated) | -8 | 28 | 9 | 2 | -3 | 9 | 26 | 0 | -5.0 | -0.2 | 17
CNC(=S)N1CCn2cccc2C1c1cccnc1 (configuration not stated) | 13 | 2 | 0 | 3 | 12 | 10 | -27 | 3 | 0.0 | 0.0 | 5
CCN(CC)C(=O)c1ccc(NC(=O)Cn2nc(C)c3ccccc3c2=O)cc1 | 0 | -4 | 6 | -4 | 13 | 3 | -1 | 1 | 0.4 | 0.0 | 15
COc1ccc(CNCCc2ccc(Cl)cc2)c(OC)c1OC | 7 | -30 | 0 | -2 | -6 | 18 | 0 | 4 | -0.1 | 0.0 | -2
CC(=NCCc1c[nH]c2ccccc12)c1c(O)n(Cc2ccccc2)c(=O)[nH]c1=O | 13 | 13 | 13 | -2 | 1 | 22 | -2 | 6 | 0.5 | 0.6 | 9
COC(=O)C1=C(c2ccc(F)cc2OCc2ccccc2)C[C@@H]2CC[C@H]1N2C(=O)NCc1ccc(OC)cc1 | 13 | 19 | 3 | 0 | -7 | 17 | 9 | -3 | -0.5 | 0.6 | 17
COc1ccc(N2C(=O)/C(=C/c3cccs3)C(=O)NC2=S)cc1 | 1 | -16 | 11 | -2 | 4 | 12 | -14 | 8 | -0.7 | 0.1 | 17
CN1CCc2nc3sc(C(=O)NC(C)(C)C)c(N)c3cc2C1 | 8 | -3 | -18 | -4 | -3 | -13 | -15 | -15 | -1.4 | -0.1 | -29
COCCN(C(=O)COC(=O)Cc1ccccc1)c1c(N)n(Cc2ccccc2)c(=O)[nH]c1=O | -12 | -4 | 11 | 1 | 10 | -3 | -37 | 3 | 0.9 | 0.0 | 9
C1=C(c2ccccc2)CCNC1 | 10 | -4 | -3 | 0 | -5 | 9 | 10 | -2 | 0.0 | 0.0 | 10
CCOC(=O)C1CCCCC12C(C#N)=C(N)Oc1n[nH]c(C)c12 (configuration not stated) | -1 | -8 | 18 | -3 | 0 | 3 | -7 | 3 | 1.1 | 0.0 | 12
C=CC1CN2CCC1CC2[C@@H](OC(=O)c1ccc(OC)cc1)c1ccnc2ccccc12 (some centres not stated) | -18 | -6 | 5 | -1 | 14 | 18 | 28 | -10 | -2.1 | 0.6 | 32
CCc1ccc(N2C(=O)NC(=O)/C(=C/c3cccn3CCOc3ccc(C(C)CC)cc3)C2=O)cc1 (configuration not stated) | -21 | 65* | -5 | 5 | -9 | 2 | 31 | 4 | -2.7 | 0.1 | -147
CCn1c(O)c(C=NCCc2c[nH]c3ccccc23)c(=O)[nH]c1=O | 7 | 12 | 7 | 1 | 7 | 11 | 0 | -1 | -2.7 | 0.0 | 10
Cc1ccc2nc(N3CCC(C(=O)N4CCC5(CC4)OCCO5)CC3)sc2c1 | -7 | 13 | -20 | 1 | 11 | -120 | -73 | -10 | 10 | 0.1 | -143
Cc1cc(=O)n(-c2ccccc2)n1-c1ccccc1 | 4 | -5 | -18 | -1 | 4 | 18 | 9 | 0 | 0.3 | -0.3 | 0
CCOP(=O)(OCC)C(NC(=O)c1ccc(C)cc1)C(Cl)(Cl)Cl (configuration not stated) | -17 | -18 | -6 | 0 | 14 | 15 | -21 | 5 | -0.6 | -0.1 | -3
CC1=[N+]([O-])C2(N)CCc3nonc3C2(O)C1 (configuration not stated) | -5 | 6 | 2 | -2 | 5 | 18 | -18 | -11 | -2.6 | 0.0 | 4
CN1CC(C(=O)c2ccc(Cl)cc2)C(c2ccccc2F)C1 (configuration not stated) | -3 | 2 | -7 | 1 | -3 | 8 | 18 | 10 | 2.6 | 0.0 | 8
CCc1ccc2nc(N3CCC(C(=O)N4CCC5(CC4)OCCO5)CC3)sc2c1 | -4 | 1 | -16 | -2 | 10 | -131 | -52 | -2 | -0.3 | 0.3 | -99
N#CC(C#N)=Cc1ccc(N2CCOCC2)cc1 | -22 | -8 | 0 | -2 | 0 | 16 | 10 | -9 | -0.7 | -0.2 | 8
O=C1C2CCN(CC2)C1(CO)CO | 13 | -5 | -25 | nt | 3 | 13 | -27 | nt | 0.1 | 1.6 | 6
C[n+]1c(-c2ccccc2)cc(CCCCc2cc(-c3ccccc3)[n+](C)c(-c3ccccc3)c2)cc1-c1ccccc1 | 16 | -17 | 3 | 0 | 9 | -4 | -73 | 40 | -0.1 | 0.2 | 42

Single records (already shown). Order of screens: CF NFkB block, TWEAK-Fn14 inh, Shn3 inh set2, NR2E3 ag-1, KKLEB tox, HIF-2a inh, NR2E3 ag-2, MITF TRPM1 inh, iPSC survival up, aDG glyco up, Peg3 prom inh
`CNC(=S)N1CCn2cccc2C1c1cccnc1` (configuration not stated) is listed as 13, 2, 0, 3, 12, 10, -27, 3, 0.0, 0.0, 5
`CCc1ccc2nc(N3CCC(C(=O)N4CCC5(CC4)OCCO5)CC3)sc2c1` is listed as -4, 1, -16, -2, 10, -131, -52, -2, -0.3, 0.3, -99
`CC(=NCCc1c[nH]c2ccccc12)c1c(O)n(Cc2ccccc2)c(=O)[nH]c1=O` is listed as 13, 13, 13, -2, 1, 22, -2, 6, 0.5, 0.6, 9

This is a subset; the hit share may differ from the screen's.
